Screening data: PubChem, Broad Institute
SIRT5 block – blocks human SIRT5 desuccinylation of peptide. Q9NXA8. Purified SirT5, succinyl-peptide AMC, trypsin-coupled fluorescence. inhibition, % at 15 µM. 330,000 compounds, 1.1% hits. AID 652115; in the data active = inhibition above about 15%
Statin myotox sup – suppression of simvastatin myotoxicity. C2C12 myotubes + simvastatin, ATP luminescence, 48 h; scaled: DMSO 0, geranylgeraniol control 100. rescue of ATP level, % at 7.49 µM. 330,000 compounds, 0.78% hits. AID 602340;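 active = mean ATP rescue above about 67%, or every replicate alone reaching that limit, limit read from the data, passing the limit was not always enough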;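 note: myotubes were challenged with 10 µM simvastatin during compound exposure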
LGR2 inh – Drosophila LGR2 receptor signaling inhibition | inhibition, % at 9.99 µM | AID 720647 | HEK293 LGR2, CRE-luciferase, bursicon-stimulated, 4 h | 380,000 compounds, 0.35% hits;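 active = drop in luminescence signal, shown as inhibition above about 50% in the replicate tests, limit read from the data, passing the limit was not always enough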;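 note: agonist challenge used bursicon conditioned medium at about half maximal strength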
Cneo AK release – causes C. neoformans cell lysis; adenylate kinase release luminescence, 4 h; normalised: neutral wells 0, clomiphene wells 100; lysis activity, % at 15 µM; 360,000 compounds, 0.2% hits; AID 651654;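 active = mean lysis activity across replicates of at least 80%, whatever share of replicates individually reach that level; inactive = mean lysis activity below 80%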
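Material – Cryptococcus neoformans yeast cells · Quantity – 5 × 10^6 yeast cells/mL · Buffer or medium – YPD medium · Compound – single dose · Timing – 4 h static compound exposure, 37 °C, read 1 h post-reagent · Signal – adenylate kinase release luminescence · Read-out basis – lysis from increased AK signal · Benchmarks – Clomiphene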
ERAP1 HTS inh – blocks human ERAP1 aminopeptidase activity | Q9NZ08 | recombinant ERAP1, Leu-AMC fluorescence, 60 min | inhibition, % at 10.7 µM | 340,000 compounds, 0.15% hits;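 active = mean replicate inhibition of at least 30%, or all replicates individually reaching that 30% level; inactive = mean below 30% and not every replicate reaching it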;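 note: 0% = neutral control wells and 100% = L-leucinethiol positive control wells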
Target sequence (Q9NZ08 whole entry, looked up): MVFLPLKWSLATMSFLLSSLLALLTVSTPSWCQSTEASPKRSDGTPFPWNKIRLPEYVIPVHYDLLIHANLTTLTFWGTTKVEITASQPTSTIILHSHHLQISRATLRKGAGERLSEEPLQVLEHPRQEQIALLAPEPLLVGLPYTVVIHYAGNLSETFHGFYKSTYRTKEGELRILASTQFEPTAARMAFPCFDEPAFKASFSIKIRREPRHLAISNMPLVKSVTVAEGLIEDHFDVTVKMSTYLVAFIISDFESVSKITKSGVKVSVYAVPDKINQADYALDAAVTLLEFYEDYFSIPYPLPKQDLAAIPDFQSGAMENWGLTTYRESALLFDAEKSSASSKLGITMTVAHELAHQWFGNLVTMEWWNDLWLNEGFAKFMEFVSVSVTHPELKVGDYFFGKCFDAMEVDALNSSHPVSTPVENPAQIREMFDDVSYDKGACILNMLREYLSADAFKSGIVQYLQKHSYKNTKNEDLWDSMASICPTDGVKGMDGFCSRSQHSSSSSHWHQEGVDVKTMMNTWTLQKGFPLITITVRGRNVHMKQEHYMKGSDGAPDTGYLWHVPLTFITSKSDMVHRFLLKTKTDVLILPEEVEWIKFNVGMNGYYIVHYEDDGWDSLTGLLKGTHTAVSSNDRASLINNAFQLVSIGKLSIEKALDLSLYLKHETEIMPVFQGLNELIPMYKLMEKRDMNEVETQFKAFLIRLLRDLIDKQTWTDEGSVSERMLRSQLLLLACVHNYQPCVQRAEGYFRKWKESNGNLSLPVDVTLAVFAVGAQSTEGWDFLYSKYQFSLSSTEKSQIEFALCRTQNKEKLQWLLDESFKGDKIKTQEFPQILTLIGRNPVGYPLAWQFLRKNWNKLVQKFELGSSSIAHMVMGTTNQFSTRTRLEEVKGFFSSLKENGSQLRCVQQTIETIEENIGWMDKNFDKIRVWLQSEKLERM
XiGFP reactiv – activators of X-chromosome reactivation in mouse fibroblasts; 360,000 compounds, 0.055% hits; XiGFP mouse fibroblasts, % GFP-positive cells imaging, 3 d; cells co-treated with 5-aza-dC sensitizer; scaled so ellipticine positive control = 100%; AID 743238; activation, % at 7.58 µM;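 active = mean normalized replicate activation at least 10% and every replicate at or above 10%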;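 note: 0% = median of on-plate neutral control wells and 100% = ellipticine 6 µM median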
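Schedule: 3 d treatment, 15 min room-temperature fixation; system: 68-5-11 XiGFP fibroblast line; buffer or medium: DMEM plus 5-aza-dC sensitizer; control set: ellipticine 6 µM positive control; compound: one concentration, pinned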
PGC1a acetyl inh – lowers PGC1a acetylation signal in U2OS cells; AID 651687; 350,000 compounds, 0.17% hits; AlphaScreen anti-acetyl-lysine; with virally co-expressed GCN5 acetyltransferase; inhibition, % at 15.6 µM;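 active = every replicate shows inhibition of at least 40%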;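 note: 0% = neutral control wells and 100% = positive control wells; some results beyond the cut were filed as inactive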
S100A4 MyoIIA – inhibitors of human S100A4 binding to myosin IIA peptide. P26447. 360,000 compounds, 0.14% hits. inhibition, % at 10.7 µM. S100A4/TAMRA-MyoIIA peptide fluorescence polarization;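 active = mean inhibition of at least 70% across replicates, with every replicate also reaching that level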
Target sequence (P26447 whole entry, looked up): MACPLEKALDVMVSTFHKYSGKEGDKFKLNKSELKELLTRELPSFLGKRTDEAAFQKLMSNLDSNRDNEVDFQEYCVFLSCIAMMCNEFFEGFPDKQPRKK
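System – human S100A4 monomer protein, biochemical binding assay · Buffer or medium – Calcium-containing HEPES buffer, pH 7.2 · Timing – 5 min between mix addition and reading · Also added – TAMRA-labelled myosin IIA heavy-chain peptide probe, 5 nM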
* hit, by the source's call; . = no result given. Some of the compounds tested; the hit share may differ from the screen's.

mol,SIRT5 block,Statin myotox sup,LGR2 inh,Cneo AK release,ERAP1 HTS inh,XiGFP reactiv,PGC1a acetyl inh,S100A4 MyoIIA
CC(C)C#Cc1cnc2c(c1)C(=O)N([C@@H](C)CO)C[C@H](C)[C@H](CN(C)C(=O)Cc1ccncc1)O2,0,18,0,0,1,-0.9,-1,6
CCCNC(=O)c1cc(C2CCCN(S(=O)(=O)c3cccc4cccnc34)C2)on1 (stereo not drawn),.,7,5,-1,0,0.1,2,-2
O=C(CCc1ccccc1)NC(=S)Nc1ccc2c(c1)C(=O)OC2,-5,.,-27,.,1,0.4,.,0
Cn1c(=O)c2sccc2n2c(CCCC(=O)N3CCCCC3)nnc12,-2,-5,-1,0,-2,0.0,5,-11
Cn1nnnc1P(=O)(c1ccccc1)c1ccccc1,-1,2,9,-1,-2,.,10,8
O=C(NCCn1cc(CN2C(=O)COC[C@H]2c2ccccc2)nn1)Nc1ccccc1,-5,.,.,-3,0,.,1,-6
Cc1noc(C)c1NC(=O)Nc1ccc2c(c1)C(=O)N([C@@H](C)CO)C[C@H](C)[C@H](CN(C)S(=O)(=O)c1ccc(Cl)cc1)O2,8,-3,1,96*,0,0.0,-10,-2
C[C@@H]1CN([C@H](C)CO)C(=O)c2cccc(NS(=O)(=O)c3ccc(Cl)cc3)c2O[C@H]1CN(C)S(=O)(=O)c1ccccc1,2,-21,2,6,-9,0.4,0,2
OC(CSc1c(Cl)cccc1Cl)CN1CCN(c2ccc(F)cc2)CC1 (stereo not drawn),.,17,-13,7,.,.,0,.
Cc1cc(C)nc(NNC2=CC(=O)CC(C)(C)C2)n1,-2,.,1,.,-1,0.2,.,10
COC(=O)c1ccc(N=CC2=C(O)CC(c3ccccc3)CC2=O)cc1 (stereo not drawn),-3,.,8,4,3,0.0,4,0
CCCCC(=O)c1ccc(O)cc1,1,3,-1,-7,7,.,10,-4
COc1ccccc1NC(=S)N(CCc1c(C)[nH]c2ccccc12)Cc1cccs1,-8,-6,-3,0,2,0.0,-1,-3
CN(C)CCCN(C(=O)c1ccc(S(=O)(=O)N(C)Cc2ccccc2)cc1)c1nc2cc3c(cc2s1)OCO3,-3,.,9,-1,1,0.2,-13,-2
COc1cccc(S(=O)(=O)Nc2ccc3c(c2)[C@H]2C[C@H](CC(=O)NCC(F)(F)F)O[C@H](CO)[C@H]2O3)c1,2,4,-35,1,-3,0.4,-1,3
COc1ccccc1N1CCN(C(=O)CN(Cc2ccc(Cl)cc2)S(C)(=O)=O)CC1,-4,-31,20,-2,-6,.,0,-29
O=C(COc1ccccc1N1C(=O)c2ccccc2C1=O)c1ccc(Cl)cc1,-2,.,.,0,-5,.,-1,-1
O=C(NC1CC1)c1ccc(CSCc2ccccc2Cl)o1,-1,-28,3,-1,0,0.0,-4,1
O=C(C[C@@H]1C[C@@H]2c3cc(NC(=O)C4CCC4)ccc3O[C@@H]2[C@H](CO)O1)NCC(F)(F)F,-5,-5,-7,-11,1,0.2,-4,-2
O=C(Nc1ccc2c(c1)Cc1ccccc1-2)c1cccnc1,-1,-4,-80,-1,15,0.1,-2,3
C[C@H]1CN([C@@H](C)CO)C(=O)c2cc(NC(=O)CCCN(C)C)ccc2O[C@@H]1CN(C)CC1CC1,-2,-20,-13,4,3,-0.6,-2,2
COc1ccccc1N1CCN(C(=O)c2cc3c(=O)n4ccccc4nc3s2)CC1,-1,1,0,0,-17,0.0,.,-1
COC(=O)c1cc(NC(=O)c2cc(C(C)(C)C)nn2Cc2ccc(F)cc2)ccc1N1CCOCC1,.,.,17,1,-1,0.0,-16,1
C[C@@H]1CN([C@H](C)CO)C(=O)Cc2cc(NC(=O)Nc3ccc(F)cc3)ccc2O[C@@H]1CN(C)S(C)(=O)=O,-1,-24,-29,-2,1,-0.1,4,-33
C[C@H]1CCCCO[C@@H](CN(C)S(=O)(=O)c2cccs2)[C@@H](C)CN([C@@H](C)CO)C(=O)c2cc(NC(=O)NC3CCCCC3)ccc2O1,.,.,26,-1,.,0.1,-8,.
CO[C@@H]1CN(C)C(=O)c2ccc(NC(=O)C3CCCC3)cc2OC[C@H](C)N(C(=O)CC2CC2)C[C@H]1C,-3,-8,-12,3,2,0.0,-4,4
C[C@@H]1CN([C@@H](C)CO)C(=O)Cc2cc(NS(C)(=O)=O)ccc2O[C@H]1CN(C)C(=O)Nc1ccc2c(c1)OCO2,3,-7,3,-1,-3,0.1,0,11
CCOC(=O)c1c(C)nn(-c2ccc(NC(=O)c3c(C)noc3C)cc2)c1C,-1,4,-4,-1,-1,0.0,4,-8
O=C(CN1C2CCCC1CC(NC(=O)c1ccccc1)C2)Nc1ccccc1C(F)(F)F (stereo not drawn),-2,9,3,-2,0,0.2,4,-4
Cc1ccc(CNS(=O)(=O)c2ccc3c(c2)NC(=O)C(C)S3)cc1 (stereo not drawn),10,-1,1,-2,7,-0.1,7,-4
O=C(CSc1cccc[n+]1[O-])Nc1ccccc1C(F)(F)F,0,-4,14,.,6,-0.1,1,2
C/C(=N/NC(=O)c1ccncc1)c1ccccc1,-2,-8,-4,-3,-2,0.0,12,-2
CC(C)(C)[C@H]1C=C(C(=O)NCc2nc3ccccc3[nH]2)O[C@@H](OCCCCO)C1,4,14,3,2,-3,-0.3,.,-3
Cc1ccc(F)cc1C(=O)N1CCCC(c2cc(C(=O)NCc3ccccc3)no2)C1 (stereo not drawn),2,5,-14,1,1,-0.1,14,1
CCOc1ccccc1C(=O)NC(C(=O)Nc1ccccc1N1CCOCC1)C(C)C (stereo not drawn),.,17,1,1,.,.,-30,.
O=C(OCc1ccccc1)N1CCC2CC1c1cc(N3CCCCC3)ccc12 (stereo not drawn),1,-2,-50,0,-4,0.0,-9,-8
C/C=C/c1ccc([C@H]2[C@@H](CNC(=O)C3CC3)N(C(=O)NCCC)[C@H]2CO)cc1,-4,14,-12,3,-1,-0.1,1,-5
O=C(c1ccc(F)cc1)N1CCC(C(=O)N2CCN(Cc3ccc4c(c3)OCO4)CC2)CC1,0,-10,2,-1,0,0.2,.,1
Cc1cccc(Nc2nc(N)c([N+](=O)[O-])c(N3CC(C)CC(C)C3)n2)c1 (stereo not drawn),3,.,-3,.,7,0.0,.,-5
CCCCN(c1ccccc1)S(=O)(=O)c1cccc2cccnc12,-1,20,10,-2,3,-0.2,-34,-4
O=C(Nc1cccnc1)c1ccc(-c2ccc(Cl)cc2)o1,-2,.,4,.,-1,0.0,-16,2
COc1ccccc1-c1cccc(-c2nc(C(=O)NCc3ccncc3)cc3c2[C@H](CCO)N([S@@](=O)C(C)(C)C)C3)c1,1,-15,3,26,-1,0.3,-1,-12
C[C@@H]1CN([C@@H](C)CO)S(=O)(=O)c2ccc(-c3ccccc3)cc2O[C@@H]1CN(C)Cc1ccccc1,.,-47,15,.,.,-0.6,-2,.
O=C(CSc1nnc2c(n1)[nH]c1ccccc12)NC1CCCCC1,4,-2,7,3,2,0.1,-3,-4
COc1ccc(C2CC(=O)Oc3cc(C)c(Cl)cc32)cc1 (stereo not drawn),-7,7,6,0,-1,0.3,-12,-4
Cc1ccc(C(=O)N2CC=C(c3ccccc3)CC2)o1,-2,6,-7,0,0,0.3,.,-3
O=C(NC(N1CCOCC1)C(Cl)(Cl)Cl)c1ccc(Br)cc1 (stereo not drawn),1,.,-17,.,-1,0.0,3,-1
CCCNC[C@H]1[C@@H](c2ccc(C3=CCCCC3)cc2)[C@@H](CO)N1C(=O)C1CCC1,1,.,-2,.,0,0.0,.,-3
COc1cc(OC)cc(-c2oc(=O)c3cc(OC)c(OC)cc3c2C#CCCO)c1,.,-18,-5,-9,2,0.0,12,-3
C[C@H](CO)N1C[C@H](C)[C@H](CN(C)S(=O)(=O)c2ccccc2)OCCCC[C@H](C)Oc2ccc(NC(=O)c3ccncc3)cc2C1=O,6,.,-1,-2,-1,0.2,-6,-16
CC(/C=C/C1(O)C(C)CC(O)CC1(C)C)OC1OC(CO)C(O)C(O)C1O (stereo not drawn),.,-10,2,-2,.,.,2,-4
N#C[C@@H]1[C@H](c2ccc(C3=CCCCC3)cc2)[C@@H](CO)N1C(=O)CN1CCOCC1,2,11,-5,44,2,0.2,-5,-2

Seven entries picked at random from those above, as already listed:
mol,SIRT5 block,Statin myotox sup,LGR2 inh,Cneo AK release,ERAP1 HTS inh,XiGFP reactiv,PGC1a acetyl inh,S100A4 MyoIIA
N#C[C@@H]1[C@H](c2ccc(C3=CCCCC3)cc2)[C@@H](CO)N1C(=O)CN1CCOCC1,2,11,-5,44,2,0.2,-5,-2
O=C(CSc1cccc[n+]1[O-])Nc1ccccc1C(F)(F)F,0,-4,14,.,6,-0.1,1,2
CCCNC[C@H]1[C@@H](c2ccc(C3=CCCCC3)cc2)[C@@H](CO)N1C(=O)C1CCC1,1,.,-2,.,0,0.0,.,-3
CCCCN(c1ccccc1)S(=O)(=O)c1cccc2cccnc12,-1,20,10,-2,3,-0.2,-34,-4
CC(/C=C/C1(O)C(C)CC(O)CC1(C)C)OC1OC(CO)C(O)C(O)C1O (stereo not drawn),.,-10,2,-2,.,.,2,-4
O=C(OCc1ccccc1)N1CCC2CC1c1cc(N3CCCCC3)ccc12 (stereo not drawn),1,-2,-50,0,-4,0.0,-9,-8
C[C@@H]1CN([C@@H](C)CO)S(=O)(=O)c2ccc(-c3ccccc3)cc2O[C@@H]1CN(C)Cc1ccccc1,.,-47,15,.,.,-0.6,-2,.

Entries of single compounds from above:
Results for O=C(NC(N1CCOCC1)C(Cl)(Cl)Cl)c1ccc(Br)cc1 (stereo not drawn) → SIRT5 block: 1; Statin myotox sup: .; LGR2 inh: -17; Cneo AK release: .; ERAP1 HTS inh: -1; XiGFP reactiv: 0.0; PGC1a acetyl inh: 3; S100A4 MyoIIA: -1
Results for CCCNC[C@H]1[C@@H](c2ccc(C3=CCCCC3)cc2)[C@@H](CO)N1C(=O)C1CCC1 → SIRT5 block: 1; Statin myotox sup: .; LGR2 inh: -2; Cneo AK release: .; ERAP1 HTS inh: 0; XiGFP reactiv: 0.0; PGC1a acetyl inh: .; S100A4 MyoIIA: -3
Results for Cc1ccc(C(=O)N2CC=C(c3ccccc3)CC2)o1 → SIRT5 block: -2; Statin myotox sup: 6; LGR2 inh: -7; Cneo AK release: 0; ERAP1 HTS inh: 0; XiGFP reactiv: 0.3; PGC1a acetyl inh: .; S100A4 MyoIIA: -3
